Screens deposited in PubChem BioAssay by Sanford-Burnham Center for Chemical Genomics.
beta cell repl: induces beta-cell replication in MIN6 cells; MIN6 cells proliferation, ATPlite luminescence, 48 h; cells starved in 0.2% serum; 100% = growth in 10% serum; proliferation, % at 10 µM; actives 0.29% (n = 330,000);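 active means compounds whose signal lies at least 3.5 SD above the mean of all wells on their plate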;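 further: 0% = DMSO-treated cells in low-serum medium and 100% = 10% serum control; some compounds called inactive have numbers as strong as hits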
APOBEC3G inh: APOBEC3G (human) deaminase inhibition. Q9HC16. recombinant A3G, ssDNA deamination FAM/TAMRA fluorescence. inhibition, % at 20 µM. actives 0.28% (n = 330,000). AID 493012;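 active means inhibition of at least 40% at 20 µM, with no more than 30% in the related APOBEC3A deaminase screen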;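 further: plate controls were DMSO wells with A3G for no effect and wells lacking A3G enzyme for full effect; some compounds called inactive have numbers as strong as hits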
Target sequence (Q9HC16 whole entry, looked up): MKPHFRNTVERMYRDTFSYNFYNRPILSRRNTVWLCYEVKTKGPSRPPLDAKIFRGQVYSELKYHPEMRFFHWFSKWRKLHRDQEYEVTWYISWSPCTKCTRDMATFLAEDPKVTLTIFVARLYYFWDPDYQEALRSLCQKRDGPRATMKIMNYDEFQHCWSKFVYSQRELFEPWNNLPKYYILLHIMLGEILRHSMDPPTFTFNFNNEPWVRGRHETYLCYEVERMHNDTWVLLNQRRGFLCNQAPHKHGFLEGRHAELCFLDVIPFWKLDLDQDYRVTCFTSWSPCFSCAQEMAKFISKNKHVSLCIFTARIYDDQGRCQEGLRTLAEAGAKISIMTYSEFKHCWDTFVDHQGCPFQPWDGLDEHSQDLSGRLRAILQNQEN
SENP1 FRET inh: inhibitors of human SENP1 SUMO protease catalytic domain | Q9P0U3 | recombinant SENP1 catalytic domain, CyPet-SUMO1-YPet FRET cleavage | inhibition, % at 10 µM | actives 0.21% (n = 360,000) | AID 624204;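 active means inhibition at least 30% at 10 µM, raw YFP signal under a set limit, fluorescence ratio 0.5 to 1.5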;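 further: 0% = enzyme with DMSO and 100% = no enzyme wells; some results filed as inactive read as strong as hits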
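Assay system – human recombinant His6-tagged SENP1 catalytic domain enzyme · Input – SENP1 enzyme, 20 pM final · Buffer or medium – Tris pH 8 buffer plus EDTA, NaCl, BME, BSA, NP40, catalase · Schedule – 50 min reaction at room temperature · Technique – FRET read of cyan and yellow fluorescence · Control set – no-enzyme wells low, DMSO-plus-enzyme wells high control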
mIAP act: increases mouse intestinal alkaline phosphatase activity; muIAP, CDP-Star luminescence, 30 min; stronger effect = higher value; 1 = vehicle-only enzyme signal, 0 = enzyme-free wells; activation factor at 10 µM; actives 0.24% (n = 330,000); AID 2805;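 active means activation factor of at least 2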; further: the source names both 10 and 20 µM as test concentration; values of inactives mirror those of a sister screen read the other way
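Assay system: mouse IAP enzyme; Reagent: CDP-Star chemiluminescent phosphatase substrate; Compound: DMSO-dissolved test compounds; Incubation: 30 min, room temperature; Technique: luminescence from enzymatic CDP-Star hydrolysis; Controls: DMSO-only wells and no-enzyme negative control.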
A3A deaminase: inhibitors of human APOBEC3A DNA deaminase | recombinant A3A, FAM/TAMRA ssDNA deamination fluorescence | P31941 | inhibition, % at 20 µM | actives 0.41% (n = 330,000);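 active means at least 40% inhibition at 20 µM here, with at most 30% in a related deaminase screen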;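 further: plate controls were A3A with DMSO for no effect and wells lacking A3A enzyme for full effect; some results filed as inactive read as strong as hits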
Target sequence (P31941 whole entry, looked up): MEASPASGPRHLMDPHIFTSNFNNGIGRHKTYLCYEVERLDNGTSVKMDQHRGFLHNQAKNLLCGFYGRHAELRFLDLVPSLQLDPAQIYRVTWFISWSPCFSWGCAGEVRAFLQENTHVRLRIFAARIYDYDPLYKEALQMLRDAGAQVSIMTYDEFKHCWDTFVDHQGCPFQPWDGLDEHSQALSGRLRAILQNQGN
mIAP block: blocks mouse intestinal alkaline phosphatase; AID 2806; actives 0.2% (n = 330,000); purified mouse IAP, CDP-Star luminescence, 30 min; inhibition, % at 10 µM;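 active means inhibition of at least 40% at 10 µM in the primary screen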;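 further: plate controls were DMSO with enzyme for no effect and no enzyme wells for full effect; values of inactives mirror those of a sister screen read the other way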
NLRP3 yeast inh: blocks the NALP3 inflammasome reconstituted in yeast | Yeast reconstituted NLRP3/ASC/caspase-1, beta-gal luminescence, 24 h | inhibition, % at 10 µM | actives 0.39% (n = 330,000);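 active means inhibition of 50% or more; inactive means inhibition below 50%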;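 further: plate controls were induced DMSO wells for no effect and uninduced yeast grown without galactose for full effect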
hIAP inh: blocks human intestinal alkaline phosphatase; purified IAP, CDP-Star luminescence, 30 min; inhibition, % at 10 µM; actives 0.12% (n = 330,000); P09923;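 active means inhibition reaching a set limit with compound at 10 µM in the primary screen, cut at about 35% in these data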;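 further: plate controls were DMSO wells with enzyme for no effect and no-enzyme buffer wells for full effect; values of inactives mirror those of a sister screen read the other way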
Target sequence (P09923 whole entry, looked up): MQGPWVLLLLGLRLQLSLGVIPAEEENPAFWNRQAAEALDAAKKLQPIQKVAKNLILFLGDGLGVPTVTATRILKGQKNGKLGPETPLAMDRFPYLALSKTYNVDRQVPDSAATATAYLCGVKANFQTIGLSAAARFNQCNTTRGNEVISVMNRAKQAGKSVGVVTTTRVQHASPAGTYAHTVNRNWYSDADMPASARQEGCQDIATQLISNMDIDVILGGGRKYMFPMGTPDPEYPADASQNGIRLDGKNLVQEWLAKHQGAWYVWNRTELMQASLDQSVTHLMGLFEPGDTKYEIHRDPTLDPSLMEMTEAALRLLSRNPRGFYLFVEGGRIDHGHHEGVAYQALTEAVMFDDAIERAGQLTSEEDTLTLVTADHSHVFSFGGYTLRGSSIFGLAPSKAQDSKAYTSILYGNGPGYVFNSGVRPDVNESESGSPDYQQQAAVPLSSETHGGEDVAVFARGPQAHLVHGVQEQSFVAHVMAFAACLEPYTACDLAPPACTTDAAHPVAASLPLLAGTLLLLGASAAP
hIAP activ: human IAP activation | purified human IAP, CDP-Star luminescence, 30 min; stronger effect = higher value; 1 = vehicle-only enzyme, 0 = enzyme-free background | activation factor at 10 µM | actives 0.16% (n = 330,000);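 active means activation factor of the enzyme at least 2-fold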; further: the source names both 10 and 20 µM as test concentration; values of inactives mirror those of a sister screen read the other way
* = called active by the depositor; & = joins results of further samples.

#	compound	beta cell repl	APOBEC3G inh	SENP1 FRET inh	mIAP act	A3A deaminase
1	Cc1ccc(Cl)c2c1=NC(=O)C=2c1[nH]c(=S)[nH]c1O	0	-1	2	0.54	1
2	CCOc1ccc(C(=O)NC2CCN(S(=O)(=O)CC)CC2)cc1	4	-8	3	0.95	-4
3	N#Cc1c(N)n(CCOC(=O)c2cccc([N+](=O)[O-])c2)c2nc3ccccc3nc12	0	3	-45	0.95	5
4	Cc1ccc(NC(=O)CSCC(=O)Nc2ccc(S(=O)(=O)N3CCOCC3)cc2)cc1	1	-4	0	0.94	21
5	O=C(NC1=NCCS1)C1CCN(S(=O)(=O)c2ccc(Cl)cc2)CC1	-1	-5	3	1	-1
6	CCc1noc(C)c1C(=O)OC(C)C(=O)Nc1ccc2c(c1)OCO2 (configuration not stated)	-4	0	-3	0.95	0
7	CCN(C[C@H]1N[C@@](CC)(C(=O)OC)[C@H]2C(=O)N(Cc3ccccc3)C(=O)[C@@H]12)C(=O)COC	-3	0	3	1	-1
8	Cc1cccc(NC(=O)COC(=O)c2ccc3c(c2)OCO3)c1C	-3	-1	5	1.1	-1
9	COc1ccccc1-n1c(-c2cccnc2)n[nH]c1=S	-2	22	3	0.99	-8
10	Cc1nn(-c2ccccc2)c(C)c1NS(=O)(=O)c1ccccc1	0	-6	0	0.95	20

#	mIAP block	NLRP3 yeast inh	hIAP inh	hIAP activ
1	46*	17	24	0.76
2	5	-4	11	0.89
3	5	4	-1	1
4	6	3	5	0.95
5	0	1	-4	1
6	5	5	6	0.94
7	-4	6	-1	1
8	-11	20	-15	1.1
9	1	11	12	0.88
10	4	17	16	0.84

Profiles as entered above. Values in the order: beta cell repl, APOBEC3G inh, SENP1 FRET inh, mIAP act, A3A deaminase, mIAP block, NLRP3 yeast inh, hIAP inh, hIAP activ
Profile of CCN(C[C@H]1N[C@@](CC)(C(=O)OC)[C@H]2C(=O)N(Cc3ccccc3)C(=O)[C@@H]12)C(=O)COC → -3, 0, 3, 1, -1, -4, 6, -1, 1
Profile of Cc1ccc(NC(=O)CSCC(=O)Nc2ccc(S(=O)(=O)N3CCOCC3)cc2)cc1 → 1, -4, 0, 0.94, 21, 6, 3, 5, 0.95
Profile of Cc1ccc(Cl)c2c1=NC(=O)C=2c1[nH]c(=S)[nH]c1O → 0, -1, 2, 0.54, 1, 46*, 17, 24, 0.76
Profile of CCOc1ccc(C(=O)NC2CCN(S(=O)(=O)CC)CC2)cc1 → 4, -8, 3, 0.95, -4, 5, -4, 11, 0.89
Profile of CCc1noc(C)c1C(=O)OC(C)C(=O)Nc1ccc2c(c1)OCO2 (configuration not stated) → -4, 0, -3, 0.95, 0, 5, 5, 6, 0.94

(cont.)
#	compound	beta cell repl	APOBEC3G inh	SENP1 FRET inh	mIAP act	A3A deaminase
11	CCN1CCc2c(sc(NC(=O)c3ccc(C(=O)c4ccccc4)cc3)c2C(N)=O)C1	-7	-7	-83	0.86	-5
12	Cc1cccc(S(=O)(=O)N/N=c2\sc3ccccc3n2C)c1	-1	-7	0	0.97	-2
13	COc1ccccc1Cn1cccc1C=O	-3	-6	-61	1	-1
14	COc1ccc(NS(=O)(=O)c2ccc(NC(=S)NCC3CCCO3)cc2)cc1 (configuration not stated)	-1	-8	0	0.98	-3
15	C=CCNC(=O)NC(=O)COC(=O)C(C)Oc1ccc(Cl)cc1Cl (configuration not stated)	-1	-1	5	1	2
16	COCCCn1c(SCC(=O)Nc2ccc(C(=O)OC)cc2)nc2ccccc2c1=O	0	-1	1	1	-2
17	COC(=O)c1c(NC(=O)C2CCC2)sc(C(=O)N(C)C)c1C	0	-4	0	1	-3
18	CCOc1ccccc1N1CCN(C(=O)c2ccc(OCC(=O)N3CCOCC3)c(OC)c2)CC1	14*	-5	3	0.96	-1
19	O=[N+]([O-])c1cc(C(F)(F)F)ccc1NCCNC(=S)Nc1ccc(Cl)cc1	-4	6	4	0.87	9
20	O=C(Cn1c(=O)cnc2ccccc21)NC1CCC(O)CC1 (configuration not stated)	-1	-2	0	1	0

#	mIAP block	NLRP3 yeast inh	hIAP inh	hIAP activ
11	14	27	-1	1
12	3	1	4	0.96
13	-1	-14	5	0.95
14	2	8	18	0.82
15	-3	2	-7	1.1
16	-4	12	-13	1.1
17	0	17	5	0.95
18	4	3	4	0.96
19	13	38	22	0.78
20	-4	12	6	0.94

Continuation:
#	compound	beta cell repl	APOBEC3G inh	SENP1 FRET inh	mIAP act	A3A deaminase
21	COc1nc(N(C)S(=O)(=O)c2ccc(C)cc2)nc(C)c1Cl	-4	1	-1	1	4
22	Cc1cccc(N=Cc2cc(Br)cc(Cl)c2O)c1	-5	-8	-24	0.91	-2
23	Cc1ccccc1NC(=O)C1CCCN(S(=O)(=O)c2cccc3cccnc23)C1 (configuration not stated)	-2	4	2	1	2
24	CCCCP(=O)(CCCC)Cc1ccccc1	-2	-2	-2	1	6
25	CCCCc1nc2cc(C(=O)NCCc3c(C)n[nH]c3C)ccc2o1	-4	-7	2	1	2
26	COc1ccccc1N1CCN(C(=S)Nc2ccccc2)CC1	-1	-4	1&0	1	-7
27	Cc1c(C(=O)Nc2ccc3oc(-c4cccnc4)nc3c2)oc2ccccc12	-5	-7	-4	0.92	-4
28	Cc1ccc(NC(=O)C2CCN(c3ncnc4c3nc3n4CCCCC3)CC2)nc1	-1	-1	0	1	-2
29	N#Cc1ccccc1OCC(=O)NC(N)=O	-3	0	0	1	0
30	CCC1CCCCN1C(=O)c1ccc(OC2CCN(C(=O)C3CC3)CC2)cc1 (configuration not stated)	-2	-4	0	1	1

#	mIAP block	NLRP3 yeast inh	hIAP inh	hIAP activ
21	-3	13	3	0.97
22	10	12	-7	1.1
23	-5	3	-12	1.1
24	-2	5	-6	1.1
25	-1	2	-4	1
26	0	19	-6	1.1
27	8	3	-3	1
28	-2	8	-4	1
29	-1	13	0	0.99
30	-2	13	2	0.98

(further entries)
#	compound	beta cell repl	APOBEC3G inh	SENP1 FRET inh	mIAP act	A3A deaminase
31	CN1C(=O)NC(c2ccc(O)cc2)C2=C1CN(c1cccc3ccccc13)C2=O (configuration not stated)	5	-7	-2	0.94	-3
32	O=C(Nc1ccccc1O)c1ccc([N+](=O)[O-])cc1	2	0	2	1	-1
33	Cc1cccc(COC(=O)C(Cc2ccccc2)NC(N)=O)c1 (configuration not stated)	0	-7	-1	0.94	-2
34	CC(=O)N1c2ccc(S(=O)(=O)N3CCC(C(=O)NC4CCCC(C)C4C)CC3)cc2CC1C (configuration not stated)	-1	-7	1	1.2	-2
35	COc1ccc(Cl)cc1NC(=O)CSc1nc(N2CCCCC2)nc(N2CCCCC2)n1	-2	-3	1	0.9	-3
36	Cc1cc(C(=O)NCC2CCCCC2)ccc1[N+](=O)[O-]	0	-2	-1	0.98	0
37	CC(C)(C)OC(=O)NCCCCCNC(=O)c1nc[nH]c1C(=O)NCCCCCNC(=O)OC(C)(C)C	-1	-5	1	1.1	-3
38	O=C(CN(C(=O)CNC(=O)c1cccs1)c1cccc(F)c1)NC1CCCC1	0	-6	-1	0.98	-2
39	C/C(=N/NS(=O)(=O)c1ccccc1)c1ccc(Cl)cc1	4	0	1	0.99	-1
40	COc1ccc(C)cc1NC(=O)Nc1cccc(C)c1	1	-1	0	1.3	-1

#	mIAP block	NLRP3 yeast inh	hIAP inh	hIAP activ
31	6	9	-4	1
32	-2	42	10	0.9
33	6	28	1	0.99
34	-23	13	-17	1.2
35	10	-7	2	0.98
36	2	38	10	0.9
37	-6	14	-44	1.4
38	2	-10	11	0.89
39	1	6	-8	1.1
40	-28	22	14	0.86

New compounds follow
#	compound	beta cell repl	APOBEC3G inh	SENP1 FRET inh	mIAP act	A3A deaminase
41	CC(C)(C)c1ccc(C(=O)NCC(=O)OCC(=O)N2CCCC2)cc1	0	0	0	0.97	0
42	Clc1ccc(-c2csc(N/N=C\c3cccnc3)n2)cc1	0	-8	-3	0.84	27
43	CCCCCn1c(NCc2ccco2)nc2ccccc21	1	-8	-11	1.1	-4
44	CN(Cc1cccs1)C(=O)CCc1ccc(S(=O)(=O)N2CCOCC2)cc1	-4	-2	-1	1	1
45	COc1ccc2nc(CC(C)(C)CC(=O)O)c[n+]([O-])c2c1	-1	-1	-19	1	2
46	CCCCn1c(N)c(N(CCOC)C(=O)Cn2c(=O)oc3ccccc32)c(=O)[nH]c1=O	1	-10	-9	0.98	2
47	COc1ccccc1-c1ccc(SCc2ccc([N+](=O)[O-])cc2)nn1	-4	-5	2	1	0
48	CCN(CC)C(=O)CSc1nc2ccccc2c(=O)[nH]1	-5	-10	3	0.9	-6
49	CC(C)=CC(=O)OCC(=O)NC1CCCc2ccccc21 (configuration not stated)	2	-1	2	0.94	3
50	CCC(C)NC(=O)c1cn(CC)c2ccc(S(=O)(=O)N(C)C)cc2c1=O (configuration not stated)	1	-5	1	0.91	-4

#	mIAP block	NLRP3 yeast inh	hIAP inh	hIAP activ
41	3	12	13	0.87
42	16	22	13	0.87
43	-9	9	16	0.84
44	-3	1	9	0.91
45	0	3	2	0.98
46	2	7	0	1
47	-4	32	1	0.99
48	10	-3	-11	1.1
49	6	5	13	0.87
50	9	9	5	0.95

Next records.
#	compound	beta cell repl	APOBEC3G inh	SENP1 FRET inh	mIAP act	A3A deaminase
51	Cc1cc(=O)[nH]c(SCC2(O)C3CC4CC(C3)CC2C4)n1 (configuration not stated)	-4	-4	3	1	-1
52	O=C(Nc1cccc([N+](=O)[O-])c1)c1ccc2c(c1)OCO2	-4	-1	3	0.89	3
53	COc1ccc(S(=O)(=O)NC2CCCC2)c(Cl)c1Cl	3	-2	3	0.98	2
54	O=C(Nc1nc2ccc(F)cc2s1)C1=COCCO1	-6	-5	-16	1.1	11
55	CC(NC(=O)[C@H](Cc1c[nH]c2ccccc12)NC(=O)[C@@H]1Cc2ccccc2CN1)c1ccccc1 (some centres not stated)	-3	-5	-11	1.1	-5
56	CC12CN3CC(=O)N4CC5(C)CN(CC(C)(C4)C5=O)C(=O)CN(C1)CC(C)(C3)C2=O	-2	-2	1	0.95	1
57	O=C(CS(=O)(=O)c1ccc(Cl)cc1)NCCS(=O)(=O)c1ccc(Cl)cc1	-3	1	-1	1	-1
58	S=C1N(c2ccccc2)C(c2ccc(Cl)cc2)N2CCCN12 (configuration not stated)	3	3	2	0.91	6
59	O=C(NCCOc1ccc(F)cc1)C1CCC(=O)N(CC2CCCCC2)C1 (configuration not stated)	-3	5	-1	0.93	-6
60	COC(=O)c1cc(NC(=S)NC(=O)c2ccccc2)ccc1N1CCOCC1	-1	-7	0	0.88	-5
61	CCC(=O)c1cn(CC(=O)Nc2ccccc2F)c2ccccc12	-3	-7	-1	1.1	-10

#	mIAP block	NLRP3 yeast inh	hIAP inh	hIAP activ
51	-4	3	14	0.86
52	11	21	3	0.97
53	2	5	-23	1.2
54	-6	32	-8	1.1
55	-10	-12	14	0.86
56	5	14	3	0.97
57	-4	21	2	0.98
58	9	23	22	0.78
59	7	8	-47	1.5
60	12	14	-12	1.1
61	-11	11	-2	1

An excerpt; rates above refer to the full screens.
